WRN helicase inh – inhibitors of human WRN helicase. Q14191. WRN helicase unwinding, fluorescent forked duplex, kinetic. Potency, µM (series often up to 114 µM), without a hit: at the top dose activity change, negative = inhibition, actives largely listed as inhibitors. actives 0.46% (n = 360,000). AID 651768; note: potency is the fitted concentration of half-maximal effect; % is set by controls: 0 for no effect and ±100 for the full control effect; nearly all actives have a fitted effect of over 55% in size
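Kinetic red-fluorescence monitoring (525/598 nm) tracks WRN helicase activity after 100 nM fluorophore-quencher forked duplex and 2 mM ATP are added to 20 nM enzyme pretreated 15 min at room temperature with compound.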
PI5P4Ka inh – blocks human PI5P4K alpha kinase activity; AID 652105; PI5P4Kalpha enzyme, ADP-Glo luminescence, 60 min; active compounds read low; P48426; actives 1.2% (n = 330,000); max response, %; active = max response of -50% or lower; inconclusive = between -30% and -50%; inactive = -30% or higher; note: value at the top dose of about 77 µM; % is set by controls: 0 for no effect and ±100 for the full control effect
Target sequence (P48426 whole entry, looked up): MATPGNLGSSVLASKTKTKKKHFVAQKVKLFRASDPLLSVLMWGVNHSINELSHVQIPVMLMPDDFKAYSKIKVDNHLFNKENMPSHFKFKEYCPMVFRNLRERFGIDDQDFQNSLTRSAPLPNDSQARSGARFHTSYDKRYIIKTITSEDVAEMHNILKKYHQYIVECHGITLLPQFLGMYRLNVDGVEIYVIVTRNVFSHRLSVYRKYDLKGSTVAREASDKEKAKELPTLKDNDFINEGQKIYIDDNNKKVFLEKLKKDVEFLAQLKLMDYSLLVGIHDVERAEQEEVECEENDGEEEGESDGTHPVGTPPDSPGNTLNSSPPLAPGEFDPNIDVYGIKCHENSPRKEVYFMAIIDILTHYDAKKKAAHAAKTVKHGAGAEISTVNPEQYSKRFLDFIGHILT
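qHTS, 1536-well: enzyme/substrate mix, compound by pin tool, 5 microM ATP final; RT 60 min; ADP-Glo reagents 1 (45 min) then 2 (30 min); luminescence.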
PLK1 PBD block – inhibitors of human PLK1 polo-box domain binding; Potency, µM, for inactives: max response, negative = inhibition, most hits filed as inhibitors; Plk1 PBD binding of FITC phosphopeptide, fluorescence polarization; P53350; AID 720504; actives 2.8% (n = 360,000); note: potency is the fitted concentration of half-maximal effect; series mostly up to about 57 µM; % is set by controls: 0 for no effect and ±100 for the full control effect; nearly all actives have a fitted effect of over 65% in size
Target sequence (P53350 whole entry, looked up, the tested form may be a part): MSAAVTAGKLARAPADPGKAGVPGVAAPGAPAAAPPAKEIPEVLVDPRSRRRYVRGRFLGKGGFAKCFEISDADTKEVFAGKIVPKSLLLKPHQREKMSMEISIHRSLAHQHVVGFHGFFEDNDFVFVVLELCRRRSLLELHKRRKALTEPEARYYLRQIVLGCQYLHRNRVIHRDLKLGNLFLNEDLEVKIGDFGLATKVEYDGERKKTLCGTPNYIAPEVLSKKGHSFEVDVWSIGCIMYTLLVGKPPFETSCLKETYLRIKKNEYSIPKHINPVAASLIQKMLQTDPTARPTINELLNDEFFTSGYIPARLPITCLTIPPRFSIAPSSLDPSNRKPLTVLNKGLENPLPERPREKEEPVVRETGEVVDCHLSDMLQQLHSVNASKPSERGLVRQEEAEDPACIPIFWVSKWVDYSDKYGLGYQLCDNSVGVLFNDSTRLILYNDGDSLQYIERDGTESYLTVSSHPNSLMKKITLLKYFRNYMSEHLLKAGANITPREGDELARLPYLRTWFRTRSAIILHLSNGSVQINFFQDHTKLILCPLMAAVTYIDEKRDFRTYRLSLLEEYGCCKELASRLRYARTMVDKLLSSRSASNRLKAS
Mm-Cpn inhibitor – M. maripaludis TRiC chaperonin inhibition. AID 504842. actives 0.031% (n = 330,000). purified Mm-Cpn ATPase, ADP Transcreener TR-FRET. Potency, µM (doses to about 76.9 µM), inactives show at the highest dose activity, negative = inhibition, most hits filed as inhibitors; note: potency is the fitted concentration of half-maximal effect; % is set by controls: 0 for no effect and ±100 for the full control effect; nearly all actives have a fitted effect of over 80% in size
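Reaction buffer contained 30 mM Tris pH 7.4, 100 mM KCl, 5 mM MgCl2 and 1 mM DTT. Mm-CPN (25 nM final) hydrolysed 10 uM ATP over 30 min at 37°C; ADP was read by HTRF.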
CCT modulator – cytosolic chaperonin activity modulation; actives 0.3% (n = 360,000); purified chaperonin ATPase assay, HTRF ADP detection, 30 min; AID 651819; activity change, % (no concentration beside the values), hits read low; in the data active = activity change below about -30%; note: % is set by controls: 0 for no effect and ±100 for the full control effect
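Nucleotide hydrolysis assay: TRiC at 20–40 nM final (set by batch activity) with 10 uM ATP, 30 min at 37 °C, in presence of 76 uM compound. Detection by competitive ADP HTRF, 30 min ambient.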
EPAC1 ag – agonists of human EPAC1 | O95398 | EPAC1 agonist qHTS, biochemical assay; response scale: 100% = response to 6.5 mM cAMP | Potency, µM (top dose mostly 154 µM), without a hit: at the highest dose activation, most hits filed as activators | actives 0.073% (n = 360,000) | AID 720707; note: potency is the fitted concentration of half-maximal effect; nearly all actives have a fitted effect of over 60% in size
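Compounds were pinned as a concentration titration into mixtures of EPAC1 (100 nM), BODIPY-GDP-loaded Rap1B (250 nM) and GDP (50 uM). After 5 min at room temperature, fluorescence was followed for 30 min; activity was scaled to 6.5 mM cAMP.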
EPAC2 antag – blocks human EPAC2 exchange factor | Potency, µM (series often up to 114 µM), inactives show top-dose activity, negative = inhibition, actives largely listed as inhibitors | actives 0.18% (n = 360,000) | Q8WZA2 | EPAC2 GEF exchange of Rap1B-BODIPY-GDP, fluorescence; note: potency is the fitted concentration of half-maximal effect; % is set by controls: 0 for no effect and ±100 for the full control effect; nearly all actives have a fitted effect of over 45% in size; many of its hits are not listed in these tables
EPAC1 antagonist – EPAC1 (human) antagonism. O95398. EPAC1 GEF assay, Rap1b-BODIPY-GDP exchange fluorescence. Potency, µM (titrated, usually from 115 µM), for inactives: at the top dose activity change, negative = inhibition, actives largely listed as inhibitors. actives 0.14% (n = 360,000). AID 720709;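 note: potency is the fitted concentration of half-maximal effect; plate controls were vehicle for no effect and positive control for full effect; nearly all actives have a fitted effect of over 50% in size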
Numbers without * were called inactive; ? = inconclusive; / = no result given; [ ] = remark or other dose. Unless noted, calls come from the whole dose curve; as a rule, active = well fitted curve in the direction sought with a large enough effect; inconclusive = small, poorly fitted or top-dose-only effect, or another doubt; inactive = no such curve, though single readings can be large; an effect the other way counts as inactive or inconclusive. Some of the compounds tested; the hit share may differ from the screen's.

SMILES | WRN helicase inh | PI5P4Ka inh | PLK1 PBD block | Mm-Cpn inhibitor | CCT modulator | EPAC1 ag | EPAC2 antag | EPAC1 antagonist
Cc1cc([N+](=O)[O-])nn1Cc1ccc(F)cc1 | -6% | -7 | -1% | -4% | -2.7 | 1% | 0% | -21%
CC(C)CC(NS(=O)(=O)OCC(Cl)(Cl)Cl)c1ccccc1 (configuration not stated) | -16% | -8 | -13% | 1% | -1.2 | -30%[inhibitor] | ? | -20%
O=c1c(Cc2ccc(F)cc2)c(O)ccn1Cc1cccc(Cl)c1 | -2% | 1 | -1% | 1% | 1.2 | 4% | 12% | -2%
Cc1nn(-c2ccccc2)c(C)c1NC(=O)c1cccs1 | 10% | -2 | -3% | -1% | -1.9 | -5% | 7% | 5%
Cn1nccc1-c1ccc(C(=O)NCc2ccc(Cl)cc2)c2occc12 | -10% | 4 | 8% | / | 0.4 | 14% | -19% | -10%
CC(=O)NCCC(=O)Nc1ccc(C(N)=O)cc1 | -7% | 5 | -9% | 1% | -0.4 | 7% | 16% | -5%
CC(C)CN1CCN(C(=O)CCc2nnc(Cc3c[nH]c4ccccc34)o2)[C@@H](C)C1=O | 3% | 1 | -6% | -3% | -0.6 | 11% | 1% | -19%
COc1c(C(C)C)cc(NC(C)=O)cc1C(C)C | -13% | -2 | -6% | 0% | 1.3 | 2% | 4% | -9%
O=C(COC(=O)CCc1c[nH]c(=O)[nH]1)Nc1ccccc1Cl | -8% | -7 | ? | 0% | -0.8 | 8% | ? | -8%
C=CCOc1ccc(-c2nc3c(c(=O)[nH]c(=O)n3CCCC)n2C)cc1OC | 4% | -16 | 21µM* | 1% | -1.9 | 11% | 4% | -10%
Cc1cc(C)n2nc(C(=O)OCC(=O)c3ccccc3Cl)nc2n1 | -3% | -25 | -4% | -5% | -3.3 | 1% | -2% | -1%
CCOC(=O)C1=CN(Cc2ccco2)S(=O)(=O)N(C)C1c1ccc(F)c(Cl)c1 (configuration not stated) | -5% | -18 | -10% | 2% | 0.9 | -7% | -12% | 2%
COc1ccc2[nH]c(C(=O)N/N=C/c3cc(OC)c(OC)c(OC)c3)cc2c1 | -31% | 0 | -8% | -3% | -2.6 | 9% | -8% | -15%
O=C(NC1CCOc2ccccc21)c1ccc(Cl)nc1 (configuration not stated) | -1% | -1 | -4% | -1% | 0.9 | 3% | -1% | -3%
COCC1CCCN(C(=O)c2cc(COc3ccc(C(C)=O)cc3)on2)C1 (configuration not stated) | -36% | -6 | -12% | / | -2.1 | -3% | -6% | -6%
CC(=O)c1cccc2c(O)c(C3=Nc4ccccc4C3=O)[nH]c12 | -16%[57.1 µM] | -18 | ? | -2%[15.4 µM] | -0.1 | -12% | 4% | 7%
Cc1cc(NC(=O)C(C)(C)C)no1 | -25% | -2 | -10% | 0% | -0.2 | 3% | 6% | -15%
CCC(C(=O)OCC(=O)Nc1c(Cl)cccc1Cl)c1ccccc1 (configuration not stated) | 7% | -6 | -4% | 1% | -1.7 | 4% | 9% | -12%
CCCCC(CCC(=O)Nc1ccc(C(=O)OCC)cc1)C(=O)O (configuration not stated) | 6% | 11 | -19% | -2% | -28 | 2% | 0% | -2%
CN(C)C(=S)SCC(=O)NCc1ccc(F)cc1 | -9% | 2 | -13% | -1% | -1.7 | 4% | -4% | -6%
CCCCN(CCCC)S(=O)(=O)c1ccc2oc(C(=O)N3CCOCC3)c(C)c2c1 | -10% | / | -1% | 1% | -1.1 | 11% | -12% | -16%
Cn1c(=O)c([N+](=O)[O-])c(NCCc2ccccc2)c2ccccc21 | ? | -23 | 4% | 1% | 0.7 | -7% | -4% | 20%
CNc1ncnc2c1ncn2[C@H]1CN(Cc2ccc(F)cc2)C[C@@H](CO)O1 | -5% | -2 | 0% | / | 0.8 | 5% | 2% | -3%
COc1ccccc1/C=C(/C(=O)OCC(=O)N(C)Cc1ccccc1)c1ccccc1 | -4% | 2 | -10% | 0% | -0.9 | 11% | -4% | -1%
COc1ccc(NC(=S)N2CCC(c3ccc(C)cc3)C2)cc1 (configuration not stated) | 8% | 2 | -4% | 1% | 1.3 | 2% | -20% | 0%
Cn1nc(C(F)(F)F)c(CNC(=O)C(C)(C)CCl)c1N1CCOCC1 | -2%[57.1 µM] | 3 | 4% | -3% | -1.2 | 17% | -1% | 1%
O=C(Cc1cccs1)N(Cc1cccs1)C1(C(=O)NC2CCCC2)CCCCC1 | 1% | / | -8% | 0% | -1.3 | 2% | -4% | 6%
Cn1cnnc1SCC(=O)NC(=O)NCc1ccccc1 | 8% | 5 | -15% | 0% | -1.0 | 2% | 2% | 0%
CCOC(=O)c1cn[nH]c1C(F)(F)F | 3% | 0 | 1% | 0% | 0.0 | -5% | 3% | 10%
O=S(=O)(c1ccc(OCC(O)CN2CCCC2)cc1)N1CCOCC1 (configuration not stated) | 6% | 1 | -2% | 2% | 0.2 | -3% | 5% | 3%
CC(C(=O)N1CCN(Cc2ccc3c(c2)OCO3)CC1)n1cc([N+](=O)[O-])cn1 (configuration not stated) | -4% | 7 | -9% | 2% | -1.1 | 10% | 11% | -12%
O=C(Nc1ccc(F)c(S(=O)(=O)N2CCOCC2)c1)C1CCCCC1 | 7% | -4 | 4% | 0% | -3.0 | 2% | 2% | 5%
O=C(Cn1cnc2ccccc2c1=O)NNC(=O)c1cccc([N+](=O)[O-])c1 | 4% | 3 | 4% | -1% | 2.0 | 12% | 11% | 1%
CC(=O)N1SC(N)=NC1c1ccccc1 (configuration not stated) | 5% | 1 | -4% | -3% | -0.9 | 1% | 7% | 0%
CCOC(=O)c1sc(NC(=O)C(CC)OC(=O)C(CC(C)C)NC(=O)c2ccccc2)nc1C (configuration not stated) | -10% | 2 | -14% | -1% | -3.6 | -3% | -22% | -21%
O=C(CCC1CCCN(C(=O)CCN2CCCCC2=O)C1)NCc1ccccc1F (configuration not stated) | -1% | -4 | -7% | 0% | -4.1 | 14% | -3% | 10%
O=c1[nH]c(Cn2nnc(-c3ccccc3)n2)nc2scc(-c3ccccc3)c12 | -18%[57.1 µM] | 5 | -4% | -9% | 0.5 | -9% | -1% | -21%
CCOC(=O)C1=CN(Cc2ccco2)S(=O)(=O)N(CC)C1c1cccc(OC)c1 (configuration not stated) | -5% | -1 | -21% | 2% | -0.8 | -5% | -16% | -11%
CS(=O)(=O)Nc1ccc(C(=O)Nc2cccc([N+](=O)[O-])c2)cc1 | 3% | -12 | -14% | -1% | -0.1 | 6% | 0% | -15%
Cc1cnc(C2OCCO2)c2cccc([N+](=O)[O-])c12 | 8% | 3 | -11% | / | -1.7 | -8% | 5% | -12%
O=C(NCc1ccccc1CN1CCCCC1)c1ccccc1N1CCCC1=O | 3% | 4 | 4% | 0% | -0.2 | -11% | 4% | 7%
CSc1ccccc1NC(=O)COC(=O)CCCOc1ccc(C)cc1 | -11% | 3 | -6% | 1% | -1.4 | 14% | -6% | -19%
Cc1nn(C)c(C)c1S(=O)(=O)N(CC(=O)N1CCc2ccccc21)c1ccc(C(C)C)cc1 | -4% | 5 | -11% | 0% | -0.8 | -8% | 1% | -11%
CCOc1ccc(NC(=O)Cn2nnc(C(=O)NCc3ccc4c(c3)OCO4)c2N)cc1 | -6% | 1 | -3% | -8% | 1.2 | 1% | -8% | ?
O=C(NCC1CCCN1S(=O)(=O)c1cccs1)C(=O)Nc1ccc(F)cc1F (configuration not stated) | -11% | -5 | -1% | 1% | -1.2 | 5% | -4% | ?

Quoted at random: two entries already listed
SMILES | WRN helicase inh | PI5P4Ka inh | PLK1 PBD block | Mm-Cpn inhibitor | CCT modulator | EPAC1 ag | EPAC2 antag | EPAC1 antagonist
O=C(CCC1CCCN(C(=O)CCN2CCCCC2=O)C1)NCc1ccccc1F (configuration not stated) | -1% | -4 | -7% | 0% | -4.1 | 14% | -3% | 10%
CC(=O)N1SC(N)=NC1c1ccccc1 (configuration not stated) | 5% | 1 | -4% | -3% | -0.9 | 1% | 7% | 0%

Single records, from the list above. Order of values: WRN helicase inh, PI5P4Ka inh, PLK1 PBD block, Mm-Cpn inhibitor, CCT modulator, EPAC1 ag, EPAC2 antag, EPAC1 antagonist
Listed for `CC(=O)N1SC(N)=NC1c1ccccc1` (configuration not stated) : 5%, 1, -4%, -3%, -0.9, 1%, 7%, 0%
Listed for `O=c1[nH]c(Cn2nnc(-c3ccccc3)n2)nc2scc(-c3ccccc3)c12` : -18%[57.1 µM], 5, -4%, -9%, 0.5, -9%, -1%, -21%
Listed for `Cc1cnc(C2OCCO2)c2cccc([N+](=O)[O-])c12` : 8%, 3, -11%, /, -1.7, -8%, 5%, -12%
Listed for `CSc1ccccc1NC(=O)COC(=O)CCCOc1ccc(C)cc1` : -11%, 3, -6%, 1%, -1.4, 14%, -6%, -19%

(listing goes on)
SMILES | WRN helicase inh | PI5P4Ka inh | PLK1 PBD block | Mm-Cpn inhibitor | CCT modulator | EPAC1 ag | EPAC2 antag | EPAC1 antagonist
CCC(C)(C(=O)NC1CCCCC1)N(C)C(=O)c1ccccn1 (configuration not stated) | -19% | -6 | 0% | 0% | -4.2 | 4% | 4% | -19%
CC1(C)O[C@H]2CC(=O)OC[C@]23[C@H]2CC[C@@]4(C)[C@H](c5ccoc5)OC(=O)[C@H]5O[C@]54[C@]2(C)[C@@H](O)C[C@@H]13 | -3% | 8 | -3% | 1% | -0.4 | 6% | 1% | -23%
Cc1ccc(S(=O)(=O)N2CCCCC2)cc1NC(=O)CN1C(=O)CN(C)C1=O | -9% | 1 | -3% | -2% | -3.0 | 3% | 6% | 6%
CCOC(=O)c1csc(N/N=C2\CCCc3ccccc32)n1 | -4% | -3 | ? | -1% | 0.7 | 2% | 0% | -3%
C[C@H](O)[C@@H]1C(=O)N2CCc3ccc(N4CCN(C)CC4)cc3[C@@H]2C[C@@H]1N(C)C(=O)Nc1cc(Cl)cc(Cl)c1 | 4% | 18 | -4% | / | 1.0 | 3% | 5% | -2%
O=S(=O)(c1cccs1)N1CN(CC2CCCO2)c2nc3ccccc3nc21 (configuration not stated) | -10% | / | 1% | 1% | 0.5 | 13% | -1% | 6%
O=S(OCCN1CCCC1)C(c1ccccc1)c1ccccc1 (configuration not stated) | -4% | -17 | -8% | / | -2.3 | -7% | 5% | -11%
COc1cccc(NC(=O)Nc2ccccc2SC)c1 | 1% | -2 | 19µM* | 3% | 0.3 | -15% | 5% | -7%
